# Screening data from PubChem.
# TEAD-YAP block: TEAD-YAP interaction inhibition; HEK-TIYL cells, TEAD-Gal4/YAP UAS-luciferase luminescence; inhibition, % at 9.12 µM; hit rate 1.4% among 640,000; AID 1259422; in the data active means inhibition above about 32%;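 further: 0% = median of test compound wells and 100% = reference inhibitor wells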
# MITF primary: inhibitors of human MITF. AlphaScreen MITF homodimerization, bead proximity signal. inhibition, % at 2.6 µM. hit rate 0.91% among 650,000; in the data active means inhibition above about 50%;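 further: 0% = vehicle wells with protein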
# Target sequence (O75030 whole entry, looked up): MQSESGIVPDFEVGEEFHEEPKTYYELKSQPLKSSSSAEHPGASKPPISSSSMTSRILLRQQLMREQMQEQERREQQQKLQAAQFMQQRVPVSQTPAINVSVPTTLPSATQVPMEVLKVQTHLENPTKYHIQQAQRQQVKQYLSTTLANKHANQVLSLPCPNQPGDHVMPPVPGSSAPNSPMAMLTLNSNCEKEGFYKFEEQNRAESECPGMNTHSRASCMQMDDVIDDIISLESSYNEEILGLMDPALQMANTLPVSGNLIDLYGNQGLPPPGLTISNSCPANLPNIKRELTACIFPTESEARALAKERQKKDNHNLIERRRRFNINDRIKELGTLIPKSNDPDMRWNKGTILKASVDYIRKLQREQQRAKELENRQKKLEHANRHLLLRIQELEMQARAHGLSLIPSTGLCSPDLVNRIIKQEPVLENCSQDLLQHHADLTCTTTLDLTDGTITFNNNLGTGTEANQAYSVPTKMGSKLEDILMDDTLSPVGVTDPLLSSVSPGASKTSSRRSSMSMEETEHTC
# FBW7 act: human FBW7 E3 ligase activation, primary screen; AlphaScreen FBW7–phospho-cyclin E peptide binding, activator screen; normalized activity (activation), % at 26.1 µM; hit rate 0.13% among 650,000; AID 1259310; in the data active means normalized activity above about 1.9%;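 further: purified mutant Fbw7 with reduced substrate affinity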
# GPR151 activ: activates the human receptor GPR151; AID 1508602; hit rate 1% among 650,000; PathHunter beta-arrestin GPR151 cells, luminescence; activation, % at 11.2 µM; in the data active means activation above about 4.9%;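 further: 0% = median of compound wells and 100% = cells with positive control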
# Target sequence (Q8TDV0 whole entry, looked up): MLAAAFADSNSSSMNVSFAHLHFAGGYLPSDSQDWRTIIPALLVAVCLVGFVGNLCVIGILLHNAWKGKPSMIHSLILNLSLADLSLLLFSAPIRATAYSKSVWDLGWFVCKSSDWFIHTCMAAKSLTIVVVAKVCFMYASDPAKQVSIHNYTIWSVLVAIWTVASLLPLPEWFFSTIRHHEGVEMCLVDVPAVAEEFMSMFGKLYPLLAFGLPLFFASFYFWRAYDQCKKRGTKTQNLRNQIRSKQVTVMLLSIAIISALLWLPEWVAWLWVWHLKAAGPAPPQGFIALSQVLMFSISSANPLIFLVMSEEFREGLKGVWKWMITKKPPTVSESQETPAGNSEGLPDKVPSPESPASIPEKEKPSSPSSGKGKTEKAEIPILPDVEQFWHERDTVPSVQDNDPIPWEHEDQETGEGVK
# * hit, by the source's call. This is a random part of the collection; overall some 3.4% were active at least once.
SMILES,TEAD-YAP block,MITF primary,FBW7 act,GPR151 activ
C=CCn1c2ccccc2c2nnc(SCC(=O)Nc3cc(C)on3)nc21,4,1,0.1,-1.0
O=C1NC(=S)S/C1=C\c1ccc(I)o1,-1,48,-0.1,-0.7
COC(=O)C1=C(NC(=O)c2cc3ccccc3cc2OC)CCS1,-3,1,-0.1,3.2
CCOC(=O)Cc1ccc(NC(=O)N2CCC(CN3CCc4ccccc4C3)CC2)cc1,11,6,0.1,-0.1
Cc1cc(C)nc(SCC(=O)N2CCC3(CC2)NC(=O)c2ccccc2N3)n1,-8,-11,0.0,-0.6
Cc1ccc(S(=O)(=O)NCCc2nnc3ccc(SCC#N)nn23)cc1,1,14,1.1,0.9
CC1CC(C)CN(S(=O)(=O)c2ccc(F)c(C(=O)NC(c3ccccc3)c3ccccc3)c2)C1 (stereo not given),-9,0,-0.6,0.8
Cc1cccc(C)c1NC(=S)N(Cc1ccc(F)cc1)C1CCCCC1,5,5,-0.1,-1.7
CC(=O)Nc1cccc(OCC(=O)NS(=O)(=O)c2ccc(C)cc2)c1,-3,0,0.0,-0.9
CC(=O)OC(OC(C)=O)C12C=CC(O1)C1C(=O)N(c3ccc(C)c([N+](=O)[O-])c3)C(=O)C12 (stereo not given),-4,-6,-0.3,-0.5
COc1ccc(C2CC(=O)c3cnc(NCCN4CCOCC4)nc3C2)cc1 (stereo not given),5,-7,0.1,0.4
COc1ccc(OC)c(NC(=O)c2cc(S(=O)(=O)N3CCc4ccccc43)ccc2F)c1,-4,14,-0.2,0.1
COc1ccc(/C=C/C2=NC(=C\c3cccc(OC)c3OC)/C(=O)O2)cc1,-6,9,0.0,-0.6
C/C=C/C(=O)OCC(=O)c1ccc(Br)cc1,2,-6,0.1,-2.2
COCc1ccc(CNc2nc(C)c(-c3ccn(C4CCOC4)n3)s2)o1 (stereo not given),0,0,0.0,-0.7
O=C(CCCN1C(=O)c2ccccc2C1=O)N1CCc2ccccc2C1,-4,21,0.1,-1.3
COCC1CCN(Cc2c(C(=O)N3CCOCC3)nc3c(C)cccn23)C1 (stereo not given),-4,-11,-0.1,1.0
O=C(NC1CCCC1)c1ccc2c(c1)N(Cc1ccccc1)C(=O)CS2,8,3,-0.2,0.0
CN1C=NC2C1C(=O)N(CCn1c(=O)c3c(ncn3C)n(C)c1=O)C(=O)N2C (stereo not given),2,1,0.0,1.7
Cc1cccc(C)c1NC(=O)C(c1ccccc1)N1CCc2ccccc21 (stereo not given),-6,6,0.0,-1.5
O=C(Nc1nccs1)c1ccc(N2C(=O)C3C4C=CC(C4)C3C2=O)cc1 (stereo not given),-46,5,0.1,0.8
COc1cc(/C=C(/C#N)C(=O)NC2CCCC2)c([N+](=O)[O-])cc1OC,-7,-9,0.0,1.2
O=C(NCc1cccnc1)c1n[nH]c(=O)c2ccccc12,-2,8,-0.1,0.3
COc1cccc(C(=O)NCc2nnc(SCC(=O)Nc3nccs3)n2-c2cc(C)ccc2C)c1,1,1,-0.1,-1.6
O=C(Nc1ccc(Cl)cc1Cl)c1cccnc1Oc1ccc(Cl)cc1,-2,5,0.1,-0.5
O=C(Nc1ncnc2sc3c(c12)CCCC3)c1ccccc1Br,1,-9,-0.1,-0.3
CCOC(=O)COc1ccc(S(=O)(=O)Nc2ccc(C(C)C)cc2)cc1,6,-20,0.2,1.9
Cc1ccc(-c2noc(=O)c3ccccc23)cc1,5,3,0.7,1.4
COc1ccc(OCCNC(=O)c2ccc(I)cc2)cc1,6,21,0.0,0.7
COc1ccc(C2CC(=O)C3=C(C2)NC(C)=C(C(=O)OC2CCCC2)C3c2ccc([N+](=O)[O-])cc2)cc1OC (stereo not given),3,11,-0.2,1.4
CCc1cccc(C)c1NC(=S)N(Cc1ccc(Cl)cc1)Cc1ccc(C(=O)O)cc1,19,-4,0.1,-1.3
COc1ccc(CC(=O)n2nc(N)c3cc4ccc(OC)cc4nc32)cc1,41*,7,-0.1,0.7
CC1CCC2CCCCC2N1C(=O)c1cc([N+](=O)[O-])cc([N+](=O)[O-])c1 (stereo not given),4,-2,-0.1,0.8
Cc1ccc(Nc2nc3ccccc3n3c(C)nnc23)cc1F,1,-11,0.0,1.2
c1ccc2c(Nc3ncnc4sc5c(c34)CCCC5)cccc2c1,-7,5,-0.1,-0.6
CCn1cc(CN2CCCC(c3[nH]ncc3C)C2)c(C)n1 (stereo not given),-5,-16,0.0,-1.1
CNS(=O)(=O)c1ccc(N=Cc2c(C)[nH]n(-c3ccc(C)cc3C)c2=O)cc1,-8,6,-0.3,-0.5
CCOC(=O)c1c(NC(=O)c2ccccc2F)sc(C)c1C,-8,12,-0.1,-0.9
N#CC1C(C#N)N2CCCN2C1c1ccc(Cl)cc1 (stereo not given),2,5,0.1,1.4
COc1ccc(NC(=O)C2CC(=O)N(c3cccc(C(F)(F)F)c3)C2)cc1 (stereo not given),3,-14,0.3,1.0
CCOc1ccccc1NC(=O)c1cc2cc3ccc(OC)cc3nc2o1,0,8,0.8,-0.7
CCN(CC)c1ccc(NC(=O)COc2cccc(C)c2)cc1,4,18,0.0,0.4
O=C(Nc1cccc(C(F)(F)F)c1)/C(=C/c1ccccc1)NC(=O)c1ccco1,-14,-13,0.0,-0.9
N#Cc1c(N2C(=O)C3CC=C(Cl)CC3C2=O)sc2c1CCCC2 (stereo not given),1,11,0.5,0.6
Cc1sc(Nc2ccccc2)nc1-c1cc(C(C)(C)C)c(O)c(C(C)(C)C)c1,-8,2,0.0,0.1
Cc1ccc2nsnc2c1S(=O)(=O)Nc1ccc(C(=O)O)cc1,-8,8,0.1,-0.6
O=C(CSc1nnc2c(n1)[nH]c1ccccc12)NCCOc1ccccc1,11,1,0.1,0.9
COc1ccc(NC(=S)NCc2ccco2)c(OC)c1,2,12,0.3,0.8

# Structures listed so far containing a CF3 group (2):
SMILES,TEAD-YAP block,MITF primary,FBW7 act,GPR151 activ
COc1ccc(NC(=O)C2CC(=O)N(c3cccc(C(F)(F)F)c3)C2)cc1 (stereo not given),3,-14,0.3,1.0
O=C(Nc1cccc(C(F)(F)F)c1)/C(=C/c1ccccc1)NC(=O)c1ccco1,-14,-13,0.0,-0.9

# The listing continues.
SMILES,TEAD-YAP block,MITF primary,FBW7 act,GPR151 activ
CCCCN1C(=O)c2ccc(C(=O)Nc3c(N)n(CCCC)c(=O)n(C)c3=O)cc2C1=O,2,3,0.1,0.5
O=C(O)c1cc(-c2ccc(/C=C3\Sc4ccccc4C3=O)o2)ccc1Cl,-2,19,0.5,0.4
CCCC(c1nnnn1Cc1ccco1)N1CCN(c2ccc(OC)cc2)CC1 (stereo not given),-2,-3,0.0,-0.8
COc1ccc(NC(=O)c2cc(S(=O)(=O)N3CCCc4ccccc43)ccc2F)cc1,0,3,0.0,-0.2
COc1cc(NC(=O)CCCOc2cc(=O)n(C)c3ccccc23)cc(OC)c1OC,5,4,-0.1,-0.1
CCOC(=O)CSc1nc2cc(C(=O)NCc3ccccc3Cl)ccc2c(=O)n1-c1ccccc1,4,0,-0.1,-0.2
O=C(Nc1cccc(Cl)c1Cl)C1CCN(S(=O)(=O)c2ccc(Cl)s2)CC1,4,-4,-0.1,-0.8
CN(C)c1ccc(/C=C2/SC(=Nc3ccc4ccccc4c3)NC2=O)cc1,-10,0,0.1,3.0
COc1ccc(-c2noc(NCc3ccc4c(c3)OCO4)n2)cc1,-11,-3,-0.2,0.8
Cc1ccccc1Oc1ncccc1C(=O)/C(C#N)=C/N(C)C,-2,-13,0.0,0.7
CCN1C(=O)C2C(c3cccs3)NC(C(=O)OC)(c3ccccc3)C2C1=O (stereo not given),-4,-10,-0.2,-1.4
COCCn1c(=NC(=O)c2cc(OC)cc(OC)c2)sc2cc(OC)ccc21,4,9,0.2,1.1
CCCCCOC(=O)C1=C(C)NC2=C(C(=O)CC(C)(C)C2)C1c1cc(OC)c(OC)c(OC)c1 (stereo not given),3,-2,0.0,2.0
CCOC(=O)C1=C(CSc2nc(C)c(C)c(C)c2C#N)OC(N)=C(C#N)C1c1ccc(SC)cc1 (stereo not given),-15,-4,-0.2,-0.8
Fc1ccc(-c2nnc3ccc(N4CCCCC4)nn23)cc1,4,4,-0.1,0.3
Cc1cccc(C2c3[nH]c4ccccc4c3CCN2C)n1 (stereo not given),-9,-6,-0.1,-0.1
CC(C)(C)c1[nH]nc2c1C(c1ccc(C(F)(F)F)cc1)C(C#N)=C(N)O2 (stereo not given),10,-4,-0.1,2.0
N#Cc1cccc(S(=O)(=O)N2CCC(Oc3cccc(-c4ccco4)c3)CC2)c1,0,-2,-0.2,-0.7
CC(C)n1c(/C=C(/C(=O)Oc2ccc(F)cc2)c2ccc(F)cc2)nc2ccccc21,7,1,-0.3,0.2
COc1cccc(C(=O)N2CCc3nc4ncc(Cl)cc4cc3C2)c1,6,2,-0.2,-1.6
Cc1csc2nc(CCNS(=O)(=O)c3ccc4c(c3)OCCO4)cn12,-6,6,-0.2,0.5
Clc1ccccc1C1N(c2ccccc2)CCN1c1ccccc1,-6,0,0.2,-0.1
COc1ccccc1OCCn1c(SCCOc2ccc(C)cc2)nc2ccccc21,0,10,0.1,2.4
CCOC(=O)c1cnc2ccc(OCC)cc2c1Nc1cc(C)c(Cl)cc1OC,-2,8,0.3,-0.6
NS(=O)(=O)c1ccc(CCNC(=S)Nc2cc(Cl)ccc2Cl)cc1,11,15,-0.3,-0.2
CCOC(=O)c1c(NC(=O)CSc2nnc(CNC(=O)c3cccs3)n2-c2cccc(C(F)(F)F)c2)sc2c1CCCCC2,-10,-7,-0.1,-0.7
O=C(Nc1ccc(N2CCOCC2)cc1)c1cccc(-c2ccc(N3CCOCC3)nc2)n1,3,-5,1.2,-1.4
COc1ccc(-n2nc(C(=O)N3CCCCCC3)c3ccccc3c2=O)c(OC)c1,1,1,-0.1,0.5
CCc1ccc2oc(-c3ccc(C)c(NC(=O)c4cc(I)ccc4Cl)c3)nc2c1,-17,0,0.0,0.9
Cc1scc(-c2n[nH]c(=S)n2CC2CCCO2)c1C (stereo not given),8,-6,-0.1,-1.3
CN=C(Nc1ccccc1)SC1CC(=O)N(c2cccc(OC)c2)C1=O (stereo not given),-2,5,0.0,-1.3
COC(=O)C1CN(c2ccccc2)N=C1C(C)=O (stereo not given),-2,-3,0.1,-0.1
COc1ccccc1COCC(O)CN1CCN(S(=O)(=O)c2cccc(F)c2)CC1 (stereo not given),2,15,-0.1,-0.6
CC(=O)c1ccc(N2C(=O)CC(S/C(N)=N/N=C(/C)c3cccs3)C2=O)cc1 (stereo not given),7,4,0.0,1.0
Cn1c(-c2ccc(F)cc2)cnc1NCc1cccc([N+](=O)[O-])c1,-2,59*,0.2,-0.1
CC1(C)OC2OC(C(=O)NCC(=O)O)C3OC(C)(C)OC3C2O1 (stereo not given),2,10,0.2,-0.8

# 7 records picked at random from those above:
SMILES,TEAD-YAP block,MITF primary,FBW7 act,GPR151 activ
COc1ccccc1COCC(O)CN1CCN(S(=O)(=O)c2cccc(F)c2)CC1 (stereo not given),2,15,-0.1,-0.6
Cc1scc(-c2n[nH]c(=S)n2CC2CCCO2)c1C (stereo not given),8,-6,-0.1,-1.3
CC1(C)OC2OC(C(=O)NCC(=O)O)C3OC(C)(C)OC3C2O1 (stereo not given),2,10,0.2,-0.8
NS(=O)(=O)c1ccc(CCNC(=S)Nc2cc(Cl)ccc2Cl)cc1,11,15,-0.3,-0.2
COc1ccc(-n2nc(C(=O)N3CCCCCC3)c3ccccc3c2=O)c(OC)c1,1,1,-0.1,0.5
CC(=O)c1ccc(N2C(=O)CC(S/C(N)=N/N=C(/C)c3cccs3)C2=O)cc1 (stereo not given),7,4,0.0,1.0
CN=C(Nc1ccccc1)SC1CC(=O)N(c2cccc(OC)c2)C1=O (stereo not given),-2,5,0.0,-1.3

# Further results
SMILES,TEAD-YAP block,MITF primary,FBW7 act,GPR151 activ
Cc1ccc(C(NC(N)=O)c2ccc(F)cc2)cc1 (stereo not given),7,18,1.1,-0.6
COc1ccccc1C(=O)N[C@H]1C[C@H]2C(=O)N[C@@H](Cc3ccc(Cl)cc3)C(=O)N2C1,-3,-11,0.0,-1.3
O=C(CCCn1c(SCC(=O)c2ccc(O)c(O)c2)nc2ccccc2c1=O)NCC1CCCO1 (stereo not given),13,-3,-0.1,2.3
CC(=O)Nc1ccc(OS(=O)(=O)c2cc(Cl)ccc2C)cc1,0,-10,0.2,0.3
Cn1c(=O)c2c(nc(N3CCCCC3)n2Cc2ccccc2F)n(C)c1=O,12,15,0.1,-0.3
Cc1ccc(C(=O)NCc2c(C)ncc3c2CCN(C(=O)C#Cc2ccccc2)C3)s1,0,-1,0.3,-1.1
O=C(Cc1ccc(Cl)cc1)Nc1ccc2oc(-c3ccc(F)cc3)nc2c1,-11,-8,0.2,0.0
COc1ccc(-c2csc(NC(=O)c3ccccc3)n2)cc1,-25,10,0.1,-0.7
CC1=C(C(=O)c2ccccc2)C(c2cccc(Br)c2)NC(=O)N1 (stereo not given),-6,-13,0.1,-0.5
CC(=O)c1ccc(-n2nncc2C)cc1,2,12,0.2,-1.0
CCOc1ccc(N2CC(C(=O)OCC(=O)NCc3ccccc3)CC2=O)cc1 (stereo not given),6,-1,0.5,0.0
CCCN1C(=O)/C(=C2\SC(=S)N(C3CCS(=O)(=O)C3)C2=O)c2ccccc21 (stereo not given),0,22,-0.1,-0.6
